From PubChem
p97 ATPase inh = blocks human p97 ATPase activity. recombinant p97 ATPase, Kinase-Glo ATP luminescence, 3 h. 220,000 tested, 0.42% active. inhibition, % at 8 µM; in the data active means inhibition above about 15%;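 further: 0% = DMSO vehicle and 100% = wells lacking enzyme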
p47phox inh = blocks human p47phox regulatory protein of NADPH oxidases | p47phox/p22phox peptide binding, fluorescence polarization, 2 h | P14598 | inhibition, % at 24.7 µM | 220,000 tested, 0.53% active | AID 1274;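 active means inhibition above about 30%, limit read from the data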;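 further: 0% = p47phox with labelled peptide and 100% = labelled peptide alone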
Target sequence (P14598 whole entry, looked up): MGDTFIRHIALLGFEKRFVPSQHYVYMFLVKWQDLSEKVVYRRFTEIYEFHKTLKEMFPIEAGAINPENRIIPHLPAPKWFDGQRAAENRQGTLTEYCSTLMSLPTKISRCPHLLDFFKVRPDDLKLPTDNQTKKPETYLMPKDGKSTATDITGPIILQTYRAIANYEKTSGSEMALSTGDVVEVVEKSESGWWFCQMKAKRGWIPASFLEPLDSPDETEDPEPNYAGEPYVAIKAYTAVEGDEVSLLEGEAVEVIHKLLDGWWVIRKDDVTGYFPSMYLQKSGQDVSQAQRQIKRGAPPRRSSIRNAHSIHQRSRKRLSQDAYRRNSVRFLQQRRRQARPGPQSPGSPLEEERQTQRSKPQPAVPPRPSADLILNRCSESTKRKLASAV
Furin inh = human furin inhibition. purified furin, fluorogenic substrate cleavage. 220,000 tested, 0.061% active. inhibition, % at 30 µM. P09958; in the data active means inhibition above about 25%; further: inactives centre near -15
Target sequence (P09958 108-714 limits assumed): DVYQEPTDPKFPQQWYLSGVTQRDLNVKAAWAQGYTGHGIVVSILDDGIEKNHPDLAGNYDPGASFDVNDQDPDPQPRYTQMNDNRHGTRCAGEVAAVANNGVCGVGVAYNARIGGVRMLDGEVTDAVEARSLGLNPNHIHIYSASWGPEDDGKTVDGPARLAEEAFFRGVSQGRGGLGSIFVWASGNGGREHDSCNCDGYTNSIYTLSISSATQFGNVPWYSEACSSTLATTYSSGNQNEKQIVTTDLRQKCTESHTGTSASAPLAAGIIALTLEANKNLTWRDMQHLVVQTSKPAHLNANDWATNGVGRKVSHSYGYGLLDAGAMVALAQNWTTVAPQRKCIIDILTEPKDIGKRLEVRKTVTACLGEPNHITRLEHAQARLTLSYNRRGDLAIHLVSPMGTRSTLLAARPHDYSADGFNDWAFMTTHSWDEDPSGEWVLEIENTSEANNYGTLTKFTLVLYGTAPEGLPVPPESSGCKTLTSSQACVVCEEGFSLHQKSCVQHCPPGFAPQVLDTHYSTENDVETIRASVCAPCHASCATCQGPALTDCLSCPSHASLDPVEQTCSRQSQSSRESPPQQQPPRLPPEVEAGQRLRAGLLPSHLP
Ba/F3 V617F tox = lowers viability of Ba/F3 cells expressing EpoR and JAK2V617F; 220,000 tested, 1.1% active; inhibition, % at 5.6 µM; ATP luminescence;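 active means inhibition above the campaign mean plus 3 SD over all tested compounds, cut at about 24% in these data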;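 further: cytokine-independent growth of Ba/F3 cells driven by EpoR plus mutant JAK2; 0% = DMSO-treated cells and 100% = JAK inhibitor I control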
TbHK1 inh = blocks Trypanosoma brucei hexokinase 1 activity. inhibition, % at 10 µM. recombinant TbHK1, G6PDH-coupled NADH A340. AID 1430. 220,000 tested, 0.11% active;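 active means inhibition of 50% or more in the single-dose primary screen; inactive means inhibition below 50%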
BaF3 tox = parental Ba/F3 viability inhibition as JAK2V617F counter-screen; CellTiter-Glo ATP luminescence; inhibition, % at 5.6 µM; 220,000 tested, 1.1% active; AID 1486;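 active means inhibition above a per-campaign cutoff, the mean inhibition of all tested compounds plus 3 SD, cut at about 27% in these data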;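 further: 0% = DMSO wells and 100% = JAK Inhibitor I control wells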
RBBP9 inhibitor = blocks human serine hydrolase RBBP9. recombinant RBBP9, FP-Rh probe fluorescence polarization. 220,000 tested, 0.2% active. O75884. inhibition, % at 7.94 µM;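 active means inhibition above the campaign mean of all tested compounds plus 3 SD, cut at about 14% in these data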;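 further: plate controls were DMSO wells with RBBP9 for no effect and wells lacking RBBP9 protein for full effect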
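Measured by: FP readout at 525/598 nm; material: recombinant human RBBP9; also added: Serine-hydrolase probe FP-Rh, 375 nM pre-mixing; medium: Tris buffer pH 8.0, NaCl, Pluronic; replication: one well per compound; doses: one concentration, 7.94 µM nominal, 0.794% DMSO; timing: preincubation 30 min plus labeling 45 min at 25 °C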
EP2 antag = blocks the human prostaglandin E2 receptor EP2; P43116; inhibition, % at 25 µM; C6 glioma cells expressing human EP2, cAMP TR-FRET; cells stimulated with saturating PGE2; 260,000 tested, 0.52% active;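 active means percent inhibition above 40 after rounding to a whole number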;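 further: rat C6 glioma host cells with rolipram phosphodiesterase inhibitor present; the protocol text gives 20 µM as final concentration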
PPC-1+TRAIL kill = compounds killing PPC-1 cancer cells with TRAIL present (potentiator screen, no TRAIL-free arm) | PPC-1 cells + TRAIL, ATPLite viability luminescence | cell killing (% activity), % at 4 µM | AID 1443 | 220,000 tested, 0.41% active;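 active means cell killing above 50% in the first pass at 4 µM, then a duplicate retest at 5 µM averaging 50% or more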;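 further: plate controls were cells with TRAIL plus DMSO for no effect and medium-only wells lacking cells for full effect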
* hit, by the source's call; / = no result given; [ ] = another dose, or the depositor's remark.

SMILES	p97 ATPase inh	p47phox inh	Furin inh	Ba/F3 V617F tox	TbHK1 inh	BaF3 tox	RBBP9 inhibitor	EP2 antag	PPC-1+TRAIL kill
CCOc1ccc(S(=O)(=O)c2c(C(=O)c3ccc(C)cc3)cnc3cc4c(cc23)OCCO4)cc1	9.7	-20.9	-15.6	-3.4	-17.3	1.2	-7.7	7.9	21.0
N#C/C(=N/Nc1ccccc1F)C(=N)N1CCOCC1	-4.1	-13.1	7.1[20 µM]	1.8	-17.8	4.8	-11.3	4.0	-10.7
C/C(=N\NC(=O)c1cccc([N+](=O)[O-])c1)c1ccco1	4.8	-10.2	-16.5	-1.8	-17.6	1.2	-11.7	9.2	3.6
CC(C)=CC1C=C(C)C(C)C2C(=O)NNC(=O)C12 (stereo unspecified)	1.9	-2.5	-20.6[20 µM]	-2.6	-2.3	3.2	1.8	8.1	-5.7
Cc1nn(-c2nnc(C)c(=O)[nH]2)c(C)c1SCC(=O)Nc1ccc(F)cc1	4.8	-7.6	-9.5[20 µM]	-1.3	4.7	6.5	-4.5	10.3	13.4
CCCn1c(=O)c(Cc2ccccc2)c(O)c2ccccc21	3.4	-15.9	-17.4	2.5	-3.0	7.9	2.2	9.3	5.0
O=C(Nc1cccc(Cl)c1)Nc1nc(-c2ccc(Cl)cc2)cs1	-3.5	-10.3	-6.7[20 µM]	5.9	2.5	11.5	-7.2	23.6	17.9
Cc1ccc(-c2n[nH]c(=S)n2C)cc1	4.3	-4.2	4.6	-2.5	-2.0	3.4	0.1	7.0	3.9
COc1ccc(N(CC(=O)NCc2ccc3c(c2)OCO3)S(C)(=O)=O)cc1OC	4.2	-6.8	-9.4[20 µM]	-3.4	1.5	2.9	-5.9	20.6	15.9
CCOc1ccccc1OCC(=O)Nc1ccc(N2CCCCC2)cc1	-9.9	-3.6	-16.8[20 µM]	-0.4	-2.9	3.9	-9.3	3.6	11.2
CCOn1c(=O)c(-c2ccc(OC)cc2)[n+]([O-])c2ccccc21	-7.2	-21.6	6.4	1.0	-12.6	9.4	7.6	4.6	8.1
CC1CN(S(=O)(=O)c2ccc(C(=O)Nc3nnc(-c4ccc5c(c4)CCCC5)o3)cc2)CC(C)O1 (stereo unspecified)	-3.8	-7.6	-2.0	0.6	-20.6	6.9	-14.1	9.9	24.2
CCOC(=O)C1CCN(C(=O)NS(=O)(=O)c2ccc(C)cc2)CC1	1.3	-2.8	-22.4	3.1	-4.5	5.5	-0.4	0.7	12.1
CC1CN(C2CCN(S(=O)(=O)Cc3ccccc3)CC2)CC(C)O1 (stereo unspecified)	5.8	-8.9	-22.1	-4.0	-0.4	-4.2	3.9	6.6	14.3
COc1ccc(-n2c(SCCC(=O)O)nnc2-c2ccncc2)cc1	1.6	-4.8	-20.8[20 µM]	-1.6	4.3	1.1	4.4	6.7	10.4
NC(=O)c1cc2ccccc2o/c1=N\NC(=O)c1ccncc1	-1.6	-6.0	-14.5	-1.6	-18.1	2.2	-14.6	15.2	13.9
Cc1ccc(-c2nc(N/N=C/c3cccc([N+](=O)[O-])c3)c3ccccc3n2)cc1	2.8	-2.7	-13.8	2.1	-12.0	2.7	-4.5	5.1	/
CSc1cccc(NS(=O)(=O)c2ccc3c(c2)oc(=O)n3C)c1	4.7	2.6	-23.4	-1.7	1.3	7.6	-11.4	12.6	3.7
COc1ccc(CN(C)C(=S)Nc2ccc(Cl)cc2)cc1	-7.4	-1.7	-15.3	39.3*	8.6	36.0*	-6.2	10.0	24.0
O=C(CSc1ccccn1)N1CCOCC1	4.3	-1.4	-20.3	-0.9	5.3	4.1	-5.2	3.3	15.6
O=C(c1ccc([N+](=O)[O-])s1)N1CCN(c2cccc(Cl)c2)CC1	0.9	-26.2	-16.4	1.5	-24.6	6.3	-0.2	12.5	6.9
CC(CO)(CO)NC(=O)c1ccc(=O)[nH]n1	-0.6	-12.2	-11.6	2.9	7.7	-1.3	-1.2	6.6	10.3
O=C1C(Cc2ccc(O)cc2)NC(=S)N1C1CCCCC1 (stereo unspecified)	3.5	-7.4	-10.6	-5.5	-2.2	1.4	-9.3	6.0	5.3
COc1cccc(CC2(CO)CCCN(Cc3cn[nH]c3-c3cc(C)ccc3C)C2)c1 (stereo unspecified)	-3.0	-9.6	-14.4	2.2	9.4	10.1	-6.2	13.7	5.0
Cc1ccc(NC(=O)C23CCC(C)(C(=O)[C@H]2Br)C3(C)C)cc1 (stereo partly specified)	4.0	-5.8	-11.3	0.0	-5.2	-4.9	-6.4	8.1	-9.7

Next entries:
SMILES	p97 ATPase inh	p47phox inh	Furin inh	Ba/F3 V617F tox	TbHK1 inh	BaF3 tox	RBBP9 inhibitor	EP2 antag	PPC-1+TRAIL kill
Clc1ccc(-c2nnc3n2CCCCC3)cc1	0.7	-1.9	-15.4[20 µM]	1.4	-12.9	5.4	-0.4	18.2	17.8
O=C(O)c1ccccc1Nc1ccc([N+](=O)[O-])cc1	1.0	-3.9	2.3	44.7*	-1.0	44.3*	-6.8	0.6	13.9
c1ccc2c(NCC3CCCO3)nc(-c3ccncc3)nc2c1 (stereo unspecified)	3.9	-9.3	-21.3	-0.3	-8.0	11.0	-6.7	12.5	-11.6
CC1(C)CCCN(C(=O)c2ccc3c(c2NCCO)C(=O)c2ccccc2C3=O)C1	-5.4	0.9	-20.8	0.8	-7.8	3.8	-4.6	11.5	13.0
CC(C)(C)c1ccc(C(=O)Nc2ccccc2Cl)cc1	-1.4	-0.5	-23.0	-5.0	12.7	2.3	-7.3	4.8	21.0
Cc1ccc(NC2=C(Cl)C(=O)OC2OC(C)C)c(C)c1 (stereo unspecified)	3.5	-5.9	-10.4	0.1	-0.3	9.0	-2.4	4.6	-17.2
CCOc1ccc(-n2c(=O)c3sccc3n(CC(=O)NCCc3ccc(OC)c(OC)c3)c2=O)cc1	5.4	-3.1	-37.7	-0.3	-1.5	4.7	-2.3	5.3	13.4
COc1cc([C@@H]2[C@H]3CNCC=C3C(C#N)=C(N)C2(C#N)C#N)ccc1OC(C)C	-1.5	-28.7	-2.9[20 µM]	3.2	-6.6	9.9	-5.0	11.8	10.7
O=C(Cn1cnc2c(nnn2Cc2ccccc2)c1=O)c1ccccc1	0.4	-11.0	-16.0	-3.6	2.8	-1.7	-4.0	/	-1.4
COc1ccc(NC(=S)N2CCC(N(C)CCN3CCOCC3)CC2)cc1	0.9	-8.7	-5.0	0.8	20.9	6.3	-5.3	12.5	12.8
Cc1cccc(Sc2c(C=O)c3ccccc3n2C)c1	0.3	-21.4	-16.5[20 µM]	-0.1	-1.7	0.9	-4.2	14.1	-5.4
O=C(COC(=O)c1ccc([N+](=O)[O-])s1)NC(c1ccccc1)c1ccccc1	6.5	-5.8	-4.2	-1.1	32.3	3.6	1.7	15.1	11.1
COc1cc(OC)cc(C(=O)Nc2ccc(-c3nc4ccccc4o3)c(O)c2)c1	0.1	-113.2	-21.9	1.7	-20.1	4.6	-2.2	11.3	23.6
COc1ccc(C=O)cc1Cn1cnc2c(cnn2C)c1=O	1.2	2.3	-14.0	2.8	-2.3	10.2	-3.6	9.1	16.3
Cc1c(C(=O)OCC(=O)NCc2ccc3c(c2)OCO3)cccc1[N+](=O)[O-]	2.0	-3.5	-19.2	-3.0	5.2	0.2	-2.0	3.2	35.5
Cc1ccnc(SCc2cc(=O)c(OC(=O)c3ccc(Br)o3)co2)n1	-1.0	-5.5	-15.6	1.1	-1.8	6.7	-4.5	7.4	-2.6
CCOc1cccc(C(=O)Nc2cccc(-c3nc4ncccc4o3)c2C)c1	-2.5	0.7	-2.4[20 µM]	3.8	6.9	10.1	2.0	12.4	0.0
CC(=O)c1cccc(NC(=S)NNC(=O)c2ccc(C)c([N+](=O)[O-])c2)c1	1.4	4.4	-15.5	0.1	-18.6	2.8	-0.1	10.1	-7.7
O=c1c2ccccc2c(C=Nc2ccc(O)cc2)c(O)n1-c1nccs1	5.2	-23.0	-23.7	4.2	-3.0	4.8	-6.2	5.9	9.1
CC1(C)CC(=O)C(Sc2ccc(Br)cc2)=C(O)C1	1.3	-3.8	-21.0	-0.8	1.0	4.3	-1.3	9.2	0.9
O=C1CC(N2CCN(S(=O)(=O)c3ccccc3)CC2)C(=O)N1c1ccccc1 (stereo unspecified)	4.5	-166.3	-19.1	0.4	-4.4	-2.0	6.1	3.7	13.6
O=C(Nc1ccccc1)c1ccc(-c2ccc(F)cc2)s1	-0.6	-3.2	-16.6	1.6	-4.8	4.0	-5.3	4.5	19.0
CC(Sc1sc(=S)sc1SC(C)C(=O)O)C(=O)O (stereo unspecified)	6.4	-5.8	-14.8	-0.7	5.1	3.1	-2.0	10.3	13.6
CCN(CC)S(=O)(=O)c1ccc2c(c1)nc(CCC(=O)O)n2CC	2.2	2.5	-26.3	-2.8	-4.1	8.3	-5.3	7.1	17.8
COc1ccc(NC(=O)C(CC(=O)O)Cc2ccccc2)cc1 (stereo unspecified)	-0.6	-9.2	-27.3	2.2	0.5	4.2	-6.9	14.8	17.0

Further results follow.
SMILES	p97 ATPase inh	p47phox inh	Furin inh	Ba/F3 V617F tox	TbHK1 inh	BaF3 tox	RBBP9 inhibitor	EP2 antag	PPC-1+TRAIL kill
COc1ccc2c(Cl)c(C(=O)NCCCn3ccnc3)sc2c1Cl	-8.5	21.9	-9.6[20 µM]	3.2	1.7	6.8	-6.5	15.6	-6.0
Fc1ccc(-c2nc3c(-c4ccc(Cl)cc4)cnn3cc2CCN2CCOCC2)cc1	2.2	-11.5	-26.0	-0.8	-9.2	7.8	-5.8	2.9	-1.3
CCOC(=O)N1CCC(NC(=O)c2cnn3cccnc23)CC1	5.1	-5.1	-19.2[20 µM]	0.6	-5.0	7.0	2.6	10.9	37.5
Cc1ccc(CSc2nnc(-c3ccc(NS(=O)(=O)c4ccccc4)cc3)o2)cc1	-1.2	-14.5	-4.9	2.7	3.0	6.9	-19.5	1.7	0.5
C=CCN1C(=O)C(O)(CC(=O)c2ccc(-n3cccc3)cc2)c2ccccc21 (stereo unspecified)	-2.2	-7.5	-4.0[20 µM]	4.2	4.3	4.5	-8.7	6.2	3.6
CCOc1ccccc1NC=C1C(=O)OC(C)(C)OC1=O	-8.8	0.2	6.7	3.7	-26.2	3.6	-10.1	5.5	11.7
COc1ccc(CCNC(=O)C(=O)NCC2OCCN2S(=O)(=O)c2ccc(Br)cc2)cc1 (stereo unspecified)	-4.5	-7.7	-8.4	2.3	-2.3	10.5	-7.5	10.4	4.3
O=C(NCCCn1ccnc1)c1cn(-c2ccccc2)nc1-c1ccccc1	3.0	-10.0	-3.1[20 µM]	-4.4	-2.8	6.3	-0.7	15.6	28.2
COc1ccc(NC(=O)CSc2nc3sc(C)c(C)c3c(=O)n2Cc2ccco2)cc1	6.0	-3.8	-23.9	-0.9	0.1	5.6	-7.4	12.4	-2.3
COc1ccc(/C=C/c2nnc(NC(=O)C(C)C)s2)cc1	0.1	-20.0	-22.4	0.1	-40.1	0.6	-8.6	4.8	15.3
COc1ccccc1/C=C/C(=O)OCC(=O)NCc1ccco1	1.3	-10.8	-18.0	-0.8	-13.8	5.0	2.7	4.3	12.3
Nc1c(C(=O)C2CC2)sc2nc(-c3ccccc3)cc(C(F)(F)F)c12	0.1	-48.2	-13.5[20 µM]	-4.9	-8.2	1.1	-4.1	10.0	13.0

The list is partial; rates above refer to the full screens.
